# GalR3 antag: GalR3 antagonists in HEK293 cells, primary screen, cell-based, fluorescence readout | Galanin receptor type 3 (Homo sapiens), O60755 | HEK293 GalR3-CNG cAMP membrane potential fluorescence; galR3 body fused to GalR1 C-terminus | inhibition, % at 3 µM | 360,000 tested, 0.44% active;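 active = inhibition above the screen-wide average plus 3 SD, cut at about 13% in these data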;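 also: forskolin and galanin both at EC90 stimulate the cells; cAMP rise reported by CNG channel membrane potential dye signal; 0% = forskolin plus galanin with DMSO and 100% = forskolin alone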
# Target sequence (O60755 1-299 limits assumed): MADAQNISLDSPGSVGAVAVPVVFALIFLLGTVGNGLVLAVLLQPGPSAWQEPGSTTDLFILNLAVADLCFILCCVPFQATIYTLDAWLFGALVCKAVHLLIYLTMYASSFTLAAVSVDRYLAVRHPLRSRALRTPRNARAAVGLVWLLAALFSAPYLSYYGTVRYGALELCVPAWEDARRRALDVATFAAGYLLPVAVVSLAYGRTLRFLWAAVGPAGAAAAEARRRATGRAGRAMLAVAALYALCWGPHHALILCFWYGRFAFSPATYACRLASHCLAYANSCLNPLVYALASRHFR
# Starred values were filed as active, the others as inactive. Only part of the results is shown, so the mix of outcomes need not match the whole.
SMILES	GalR3 antag
COc1ccc(OC)c(CCNC(=O)Cc2ccc(NC(=O)C3=C(C)OCCS3)cc2)c1	-5
COc1ccc(S(=O)(=O)Nc2ccc3c(c2)C(=O)N([C@H](C)CO)C[C@H](C)[C@@H](CN(C)S(=O)(=O)c2ccc(OC)cc2)O3)cc1	-4
Cc1ccsc1C(=O)N1CCCC(C)(C(=O)O)C1 (stereo not drawn)	-8
COCOCCn1cc(CN2CCS(=O)(=O)N(Cc3ccc(-c4ccccc4)cc3)C(CC(C)C)C2=O)nn1 (stereo not drawn)	-3
O=S(=O)(/N=C(/Nc1nc2ccccc2s1)c1ccccc1)c1ccc(F)cc1	-4
CCCCn1nnnc1C(c1ccccc1OC(F)(F)F)N1CCN(C/C=C/c2ccccc2)CC1 (stereo not drawn)	-5
CC1(C)N=C(N)N=C(N)N1c1ccc(CCCCc2ccccc2)cc1	101*
C[C@H](CO)N1C[C@H](C)[C@@H](CN(C)Cc2cccc(C(F)(F)F)c2)OCc2cnnn2CCCC1=O	-7
CCCc1ccc(-c2cc(NC(=O)Cc3c(C)[nH]c4ccccc34)ccc2N(C)c2cccnc2)cc1	-3
CC1(C(=O)NS(=O)(=O)c2cccc(Cl)c2)CCN1C(=O)Cc1cccs1 (stereo not drawn)	-5
CC1CC1C(=O)Nc1ccc(S(=O)(=O)N2CCCCC2)cc1 (stereo not drawn)	-3
CC(=O)Nc1ccc2c(c1)Cc1c-2cc(Br)c(N)c1Br	-2
CNC(=O)C[C@H]1C(=O)N(c2ccccc2)C[C@@H]1C	0
COc1ccc(C=NNc2ccc([N+](=O)[O-])cn2)cc1	-1
O=C(C[C@H]1C[C@H](C(=O)N2CCOCC2)[C@@]2(CCC3CCCC3)c3[nH]c4cc(-c5ccco5)ccc4c3CCN2C1=O)NCCc1ccccn1	-7
c1ccc2c(c1)-c1nc3ccccc3cc1C2N1CCCCC1 (stereo not drawn)	-4
Cc1ccccc1P(=O)(c1ccccc1)c1ccccc1C	-6
COc1ccc2c(c1)CCC1(C)CC(=O)C(Br)=C21 (stereo not drawn)	-5
COc1ccccc1-c1nnc(NC(=O)C2CCCN2S(=O)(=O)c2cccs2)o1 (stereo not drawn)	-5
Cc1ccc(C(=O)C2CC2)c(C)c1	-6
O=S(=O)(NCCc1nc2ccccc2[nH]1)c1ccccc1	-4
COc1ccc(NC(=S)N2CCC3CC2c2c(Cl)cccc23)c(OC)c1 (stereo not drawn)	-6
CC(=NNC(=O)c1ccncc1)c1ccc2ccccc2c1O	-4
CC(=O)OC1CCC2C3CCc4cc(O)ccc4C3CCC12C (stereo not drawn)	-3
COc1ccc(S(=O)(=O)N2CCOC2CNC(=O)C(=O)NCc2ccccn2)cc1OC (stereo not drawn)	-3
CC(=O)c1cccc(-c2csc3ncnc(Sc4nnnn4C)c23)c1	0
CN1OC[C@@H]2CN(C(=O)CCc3ccccc3)[C@H](c3cccc(N4CCOCC4)c3)C[C@@H]21	2
C[C@H](CO)N1C[C@H](C)[C@@H](CN(C)C(=O)NC2CCCCC2)OCc2cn(nn2)CCCC1=O	-4
O=C(CN1CCN(S(=O)(=O)c2ccc(F)cc2)CC1)Nc1ccccc1C(=O)NC1CC1	-3
CC1(c2ccc3c(c2)OCO3)NC(=O)N(CC(=O)Nc2ccccc2[N+](=O)[O-])C1=O (stereo not drawn)	-2
COC1=CC(=O)OC(c2ccco2)C1 (stereo not drawn)	-6
CC(=O)Nc1ccc(C(=O)N2CCCCC2c2cc(C(=O)Nc3cccc(C#N)c3)no2)cc1 (stereo not drawn)	-6
COc1ccccc1NS(=O)(=O)c1cccc(NC(=O)C(C)NC(=O)c2ccco2)c1 (stereo not drawn)	-1
NC(=O)[C@@H]1CCCN1C(=O)[C@H](CCc1ccccc1)NC(=O)[C@H]1O[C@@H](n2cnc3c(N)ncnc32)[C@H](O)[C@@H]1O	-7
O=C1Nc2ccccc2SC1c1ccccc1Cl (stereo not drawn)	-6
CCCc1nc2ccccc2n1C(CC)C(=O)NC(C)(C)C (stereo not drawn)	-6
CCNC(=O)C1(C)CCN(C(=O)c2c(-c3ccccc3)noc2C)C1 (stereo not drawn)	-6
CN(C(=O)c1cccc(NC(=O)Cc2ccc(NC(=O)C3CCN(C(=O)c4ccccc4)CC3)cc2)c1)C1CC1	-6
c1ccc(NN=C2c3ccccc3-c3ccccc32)cc1	1
Cc1cc(C)nc(Nc2nc(C(N)c3ccccc3)cs2)n1 (stereo not drawn)	-10

# Not a retest: 15 of the compounds above.
SMILES	GalR3 antag
CC1(C)N=C(N)N=C(N)N1c1ccc(CCCCc2ccccc2)cc1	101*
C[C@H](CO)N1C[C@H](C)[C@@H](CN(C)Cc2cccc(C(F)(F)F)c2)OCc2cnnn2CCCC1=O	-7
CCCc1ccc(-c2cc(NC(=O)Cc3c(C)[nH]c4ccccc34)ccc2N(C)c2cccnc2)cc1	-3
CC1(C(=O)NS(=O)(=O)c2cccc(Cl)c2)CCN1C(=O)Cc1cccs1 (stereo not drawn)	-5
CC1CC1C(=O)Nc1ccc(S(=O)(=O)N2CCCCC2)cc1 (stereo not drawn)	-3
CC(=O)Nc1ccc2c(c1)Cc1c-2cc(Br)c(N)c1Br	-2
CNC(=O)C[C@H]1C(=O)N(c2ccccc2)C[C@@H]1C	0
COc1ccc(C=NNc2ccc([N+](=O)[O-])cn2)cc1	-1
O=C(C[C@H]1C[C@H](C(=O)N2CCOCC2)[C@@]2(CCC3CCCC3)c3[nH]c4cc(-c5ccco5)ccc4c3CCN2C1=O)NCCc1ccccn1	-7
c1ccc2c(c1)-c1nc3ccccc3cc1C2N1CCCCC1 (stereo not drawn)	-4
Cc1ccccc1P(=O)(c1ccccc1)c1ccccc1C	-6
COc1ccc2c(c1)CCC1(C)CC(=O)C(Br)=C21 (stereo not drawn)	-5
COc1ccccc1-c1nnc(NC(=O)C2CCCN2S(=O)(=O)c2cccs2)o1 (stereo not drawn)	-5
Cc1ccc(C(=O)C2CC2)c(C)c1	-6
O=S(=O)(NCCc1nc2ccccc2[nH]1)c1ccccc1	-4

# The results go on:
SMILES | GalR3 antag
CC(C)C[C@H]1CNC(=O)C(=O)N1C[C@H](Cc1ccc(O)cc1)NC(=O)CC12CC3CC(CC(C3)C1)C2 | -3
COc1ccccc1N(C)S(=O)(=O)c1ccc(C(=O)Nc2cc(OC)c(OC)c(OC)c2)cc1 | 3
Cc1c(NC(=O)CSc2nnc(-c3ccncc3)n2C)c(=O)n(-c2ccccc2)n1C | 4
CCOC(=O)[C@]12CCC=C1N(Cc1ccc(Cl)cc1Cl)C(=O)[C@H](CC(=O)NCc1cccc3ccccc13)C2 | 0
Cn1ccc2c(N(Cc3ccccc3)Cc3ccccc3)cc3c(c21)C1CCC3O1 (stereo not drawn) | 2
CCOc1ccc(NC(=O)CN(C)C(=O)CSc2ccccc2)cc1OCC | -2
O=C(NC(CC(=O)N1CCN(c2ccccc2)CC1)c1ccccc1)c1ccccc1 (stereo not drawn) | -7
COc1ccc(NC(=O)c2cc(C3CCCCN3C(=O)c3ccccc3)on2)c(C)c1 (stereo not drawn) | -6
O=C(NNC(=O)c1cc(-c2ccc(Br)cc2)nc2ccccc12)c1csc(N2CCOCC2)n1 | -6
CCN(CC)C(=O)C1CCCN(C(=O)c2ccc3nc(-c4cccc(OC)c4)oc3c2)C1 (stereo not drawn) | -5
O=C(NC1CC1)c1cccc(NC(=O)C2CCCCC2)c1 | -5
Cn1cc([C@]2(O)C(=O)Nc3c(F)cccc32)c2ccccc21 | -6
COc1ccccc1C(=O)N1CCN(C(=O)[C@@H](Cc2ccccc2)NC(=O)[C@H]2O[C@@H](n3ccc(N)nc3=O)[C@H](O)[C@@H]2O)CC1 | -1
Cc1ccc(-c2nc3ccc(C)cn3c2Cc2ccccn2)cc1 | -5
CC(C)C[C@H]1CNC(=S)N1C[C@H]1CCCN1C[C@H](Cc1ccc(O)cc1)N1C[C@H](Cc2ccccc2)N(CC2CCCCCC2)C1=S | -5
CCCCN1C=C(C(=O)c2ccccc2)C(=O)CC1 | -5
CCOc1cccc(-c2cnc3cccnn23)c1 | -4
Cc1ccccc1C(=O)N[C@H](C(=O)N1CCC[C@H]1C(=O)NCCc1ccccc1Cl)c1ccccc1 | -7
NC(=O)c1cccc(-c2coc3c(C(=O)NCc4ccccc4)cccc23)c1 | -5
CCCN(C)C1CN(Cc2cn(Cc3ccc(F)cc3)nn2)S(=O)(=O)C1 (stereo not drawn) | -5
CSc1ncnc2c1ncn2CCCNCCCc1ccccc1 | -3
CCCCCCCCN1C(=O)[C@H](CC(=O)NCCCN2CCCC2=O)C[C@@]2(C(=O)OC)CCCCC=C12 | -5
COc1cc(N(C)C)ccc1C=c1c2ccccc2n2c1cc(-c1ccccc1)[n+]2C | -7
O=C1NC[C@@H](CCCCN2C[C@H](Cc3ccccc3)N(CCC3CCCCC3)C(=O)C2=O)N(CC2CCCCC2)C1=O | 1
COc1ccc(S(=O)(=O)N2CCOCC2)cc1NC(=O)C1CCCCN1S(=O)(=O)c1ccccc1 (stereo not drawn) | -2
C[C@H](CO)N1C[C@H](C)[C@H](CN(C)C(=O)CC2CC2)Oc2cc(Br)ccc2S1(=O)=O | -6
COc1ncnc2c1ncn2CCCNCCCN1CCCC1=O | -4
Cc1ccccc1C(=O)OCC(=O)NCC1COc2ccccc2O1 (stereo not drawn) | -3
COC(=O)[C@]12CCCCC=C1N(Cc1ccccc1)C(=O)[C@H](CC(=O)NCCc1ccccc1OC)C2 | -3
Nc1ccn([C@@H]2O[C@H](C(=O)N[C@H]3c4ccccc4C[C@H]3O)[C@@H](O)[C@H]2O)c(=O)n1 | -6
Cc1ccc(C(=O)N2CCC(N3CCC(C(=O)N4CCOCC4)CC3)CC2)cc1 | -1
COc1cc(-c2coc3c(C(=O)Nc4ccc(C(C)C)cc4)cccc23)ccc1O | -6
CN1CCN(c2cc(CNC[C@H]3O[C@@H](n4cnc5c(=O)[nH]c(N)nc54)[C@H](O)[C@@H]3O)ccc2F)CC1 | -4
C[C@H](CO)N1C[C@H](C)[C@@H](CN(C)S(=O)(=O)c2ccc(F)cc2)Oc2c(NC(=O)c3ccncc3)cccc2C1=O | 1
O=S1(=O)CC(N2CCN(CCO)CC2)CN1Cc1cn(Cc2ccc(Cl)cc2)nn1 (stereo not drawn) | -2
COc1ccc(S(=O)(=O)N2CCCCC2)cc1NC(=O)c1ccc(OC)c(OC)c1 | -3
COC(=O)c1cc2c(c3c4cc(C)ccc4n(S(=O)(=O)c4ccc(C)cc4)c13)C(=O)N(Cc1ccc(N(C)C)cc1)C2 | -6
CC(C)c1ccc(NC(=O)C2(C)Cc3c(-c4ccccc4)ccnc3O2)cc1 (stereo not drawn) | -8
CC(C)c1ccc(NC(=O)Nc2nc(C(N)C(C)C)cs2)cc1 (stereo not drawn) | -9
COC(=O)c1cc2c(c3c4cc(OC)ccc4n(S(=O)(=O)c4ccc(F)cc4)c13)C(=O)N(Cc1ccccc1)C2 | -2
Cc1ccc(S(=O)(=O)N2CCN(C(=O)COC(=O)COc3ccc(Cl)cc3C)CC2)c(C)c1 | -8
NC(=S)NN=C1CCC(C2CCCCC2)CC1 (stereo not drawn) | -3
CCOC(=O)c1ccc(-c2ccc(-c3cc(=O)oc4cc(OC)c(OC)c(OC)c34)cc2)cc1 | -6
CCc1nc2ccc(C(=O)N3CCN(c4ccccc4)CC3)cn2c1N(C)CCC(C)C | -1
CCCCOc1ccc(C(=O)NCCN2CCC(n3c(=O)[nH]c4ccccc43)CC2)cc1 | -7
COC(=O)[C@]12CCCCC=C1N(Cc1ccccc1)C(=O)[C@H](CC(=O)NCC13CC4CC(CC(C4)C1)C3)C2 | -6
Cc1ccc(C(=O)N/N=C/c2cccnc2)cc1Cl | -9
CC1CCCN(S(=O)(=O)c2ccc(C(=O)NC(C)c3ccccc3)cc2)C1 (stereo not drawn) | 2
CC(=O)C(=Cc1ccccc1)c1ccccc1 | 0
CC(=O)Oc1ccc(CN2C(=O)C(CCc3ccccc3)ON=C2c2cnccn2)cc1 (stereo not drawn) | -1
O=C(NCc1ccccn1)c1[nH]c(C(F)(F)F)nc1-c1ccccc1 | -2
CCc1ccc(NC(=O)C(=O)NCCN2CCN(C(=O)c3ccc(OC)cc3)CC2)cc1 | -4
CC1=CC[C@@]23CCCN2C(=O)CCC[C@H]3C1 | -5
COCCCNC(=O)c1cc(Cc2ccccc2)sc1N | 0
Cc1nn(-c2ccccn2)c2c1C(=O)CC(C)(C)C2N=[N+]=[N-] (stereo not drawn) | -6
C[C@H]1CN([C@@H](C)CO)S(=O)(=O)c2ccc(Br)cc2O[C@H]1CN(C)S(=O)(=O)c1ccccc1F | -2
COc1ccccc1NS(=O)(=O)c1cccc(C(=O)NCC2(N3CCCCC3)CCCCC2)c1 | 0
O=C(COC(=O)COc1ccc(Cl)cc1Cl)NC1CCCC1 | -3
O=C(OCc1cn([C@@H]2C[C@H](c3ccccc3)N(Cc3cccs3)C[C@H]2O)nn1)c1ccccc1 | -6
COC(=O)C1=C(C)N(Cc2ccccc2C(F)(F)F)C(=NCc2cc(OC)c(OC)c(OC)c2)NC1c1ccccc1 (stereo not drawn) | -5

# New compounds follow.
SMILES | GalR3 antag
O=C(COc1ccc(Cl)cc1Cl)NCCN1CCCCC1 | -4
CCCS(=O)(=O)NC(=O)C1(C)CCN1C(=O)Cc1ccc(Cl)cc1Cl (stereo not drawn) | 2
O=C(CNC(=O)c1ccc(Br)o1)NNC(=O)c1ccccc1 | -3
COc1ccc(-c2[nH][nH]c(=O)c2NC(=O)c2ccccc2Br)cc1 | -5
COCCNC(=O)C1(C)CCCN(C(=O)c2cccc(C(F)(F)F)c2)C1 (stereo not drawn) | -6
Cc1ccc(C)c(C(=O)CN2C(=O)NC3(CCCCCC3)C2=O)c1 | -2

# Source: PubChem BioAssay
